Apaf-1 inh – blocks human Apaf-1 apoptosome activity | reconstituted apoptosome caspase-3 activity, DEVD-Rh110 fluorescence | AID 489030 | inhibition, % at 20 µM | O14727 | 330,000 tested, 0.71% active; active = inhibition of at least 40% at 20 µM;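 note: plate controls were DMSO wells for no effect and DEVD-CHO caspase inhibitor wells for full effect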
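Medium: Hepes buffer, pH 7.5 / System: biochemical Apaf-1 apoptosome reconstitution / Measured by: Rh110 fluorescence, excitation 480 nm, emission 540 nm / Times: compound with Apaf-1, dATP, procaspase-3 30 min, then 50 min reaction, room temperature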
ATG4B inh – blocks human ATG4B protease cleavage of LC3 substrate. Q9Y4P1. ATG4B cleavage of LC3-PLA2, NBD-HPC fluorescence, 1 h. inhibition, % at 8.33 µM. 340,000 tested, 0.51% active. AID 504462; in the data active = inhibition above about 40%
Target sequence (Q9Y4P1 whole entry, looked up): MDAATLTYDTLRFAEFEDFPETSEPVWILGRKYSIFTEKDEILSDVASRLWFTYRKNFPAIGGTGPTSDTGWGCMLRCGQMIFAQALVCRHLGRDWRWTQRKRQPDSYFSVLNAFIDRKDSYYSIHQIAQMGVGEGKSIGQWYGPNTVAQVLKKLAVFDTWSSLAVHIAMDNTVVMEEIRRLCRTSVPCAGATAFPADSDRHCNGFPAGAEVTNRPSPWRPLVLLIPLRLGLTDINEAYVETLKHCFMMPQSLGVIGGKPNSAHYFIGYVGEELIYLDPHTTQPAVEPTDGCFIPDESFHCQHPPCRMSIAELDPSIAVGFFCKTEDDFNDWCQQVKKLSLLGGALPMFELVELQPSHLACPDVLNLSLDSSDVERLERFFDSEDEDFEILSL
hIAP block – blocks human intestinal alkaline phosphatase; inhibition, % at 10 µM; AID 2544; P09923; 330,000 tested, 0.12% active; purified IAP, CDP-Star luminescence, 30 min;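 active = inhibition reaching a set limit with compound at 10 µM in the primary screen, cut at about 35% in these data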;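 note: plate controls were DMSO wells with enzyme for no effect and no-enzyme buffer wells for full effect; values of inactives mirror those of a sister screen read the other way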
Target sequence (P09923 whole entry, looked up): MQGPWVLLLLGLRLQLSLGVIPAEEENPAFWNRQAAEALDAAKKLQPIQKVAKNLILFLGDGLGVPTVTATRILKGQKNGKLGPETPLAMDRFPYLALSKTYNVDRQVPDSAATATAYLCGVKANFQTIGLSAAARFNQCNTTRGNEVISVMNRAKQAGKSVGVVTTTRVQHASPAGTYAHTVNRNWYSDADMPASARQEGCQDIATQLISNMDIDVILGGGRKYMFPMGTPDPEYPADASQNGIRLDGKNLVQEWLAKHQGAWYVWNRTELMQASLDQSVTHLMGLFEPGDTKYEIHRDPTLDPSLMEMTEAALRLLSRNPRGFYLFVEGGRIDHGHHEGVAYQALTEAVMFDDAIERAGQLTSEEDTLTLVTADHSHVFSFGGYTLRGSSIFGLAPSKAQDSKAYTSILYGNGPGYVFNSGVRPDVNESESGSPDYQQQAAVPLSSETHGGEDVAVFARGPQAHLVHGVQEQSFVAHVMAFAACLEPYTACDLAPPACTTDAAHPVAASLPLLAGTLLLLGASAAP
tim10-1 inh – tim10-1 yeast growth inhibition | S. cerevisiae tim10-1 ts strain growth, BacTiter-Glo, 24 h | 330,000 tested, 2.2% active | AID 463190 | inhibition, % at 20 µM;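 active = inhibition of at least 40%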;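 note: mutant grown at 25 °C; 0% = DMSO wells with yeast and 100% = wells holding no yeast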
TIM10 inh – TIM10 yeast growth inhibition; S. cerevisiae TIM10 strain growth, BacTiter-Glo luminescence, 24 h; inhibition, % at 10 µM; 330,000 tested, 1.4% active;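 active = inhibition of 40% or more at the single tested concentration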;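 note: wild-type TIM10 isogenic control strain grown at permissive 25 °C; 0% = DMSO yeast wells and 100% = minimal medium wells without yeast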
hIAP act – human IAP activation; P09923; purified human IAP, CDP-Star luminescence, 30 min; stronger effect = higher value; 1 = vehicle-only enzyme, 0 = enzyme-free background; 330,000 tested, 0.16% active; activation factor at 10 µM;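 active = activation factor of the enzyme at least 2-fold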; note: the source names both 10 and 20 µM as test concentration; values of inactives mirror those of a sister screen read the other way
NLRP3 yeast inh – inhibitors of NALP3 inflammasome in yeast; inhibition, % at 10 µM; Yeast reconstituted NLRP3/ASC/caspase-1, beta-gal luminescence, 24 h; AID 2825; 330,000 tested, 0.39% active;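 active = inhibition of 50% or more; inactive = inhibition below 50%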;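 note: plate controls were induced DMSO wells for no effect and uninduced yeast grown without galactose for full effect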
mIAP activ – increases mouse intestinal alkaline phosphatase activity; activation factor at 10 µM; muIAP, CDP-Star luminescence, 30 min; stronger effect = higher value; 1 = vehicle-only enzyme signal, 0 = enzyme-free wells; 330,000 tested, 0.24% active;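 active = activation factor of at least 2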; note: the source names both 10 and 20 µM as test concentration; values of inactives mirror those of a sister screen read the other way
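also added = chemiluminescent substrate CDP-Star | test system = mouse IAP enzyme | signal = chemiluminescence readout | compound = DMSO-dissolved test compounds | incubation = 30 min at room temperature | benchmarks = DMSO wells, no-enzyme wells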
mIAP block – blocks mouse intestinal alkaline phosphatase; purified mouse IAP, CDP-Star luminescence, 30 min; inhibition, % at 10 µM; 330,000 tested, 0.2% active; AID 2806;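 active = inhibition of at least 40% at 10 µM in the primary screen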;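 note: plate controls were DMSO with enzyme for no effect and no enzyme wells for full effect; values of inactives mirror those of a sister screen read the other way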
* marks the source's active call; other numbers are inactive results; x = not tested or not shown.

SMILES	Apaf-1 inh	ATG4B inh	hIAP block	tim10-1 inh	TIM10 inh	hIAP act	NLRP3 yeast inh	mIAP activ	mIAP block
CC(C)CCNC(=O)CN(C(=O)CCC(=O)Nc1ccccn1)c1ccc(F)c(Cl)c1	9	-5	-3	4	-1	1	13	1.1	-6
O=C(CP(=O)(c1ccccc1)c1ccccc1)Nc1nc2ccccc2s1	3	-16	11	14	12	0.89	4	0.97	3
C=C(CC1([C@@H](NP(=O)(c2ccccc2)c2ccccc2)[C@H]2C[C@@H]2CCCC)CC1)c1ccccc1	15	-14	-18	-13	1	1.2	29	1.4	-37
Cc1cc2cc(CNC(=O)CCC(=O)O)ccc2[nH]1	4	-5	4	5	2	0.96	7	0.84	16
CCOC(=O)CNC(=O)Cn1cnc2ccc(S(=O)(=O)N3CCC(C)CC3)cc2c1=O	-5	-6	10	13	-2	0.9	9	0.98	2
CCN(CC)S(=O)(=O)c1ccc2c(c1)oc(=O)n2CC(=O)N(C)C1CCCCC1	-3	-2	-28	8	-9	1.3	2	0.98	2
Cc1cc(C(=O)OCC(=O)N2CC(C)OC(C)C2)c2ccccc2n1 (stereo not given)	-7	4	-2	-2	2	1	13	0.92	8
Cc1oc(-c2cccs2)nc1CS(=O)CC(=O)NCCCN1CC(C)CC(C)C1 (stereo not given)	1	-21	20	-6	-3	0.8	21	0.98	2
C/C=C/C(=O)OCC(=O)Nc1ccc(F)cc1Cl	1	9	-10	9	-3	1.1	-3	1.1	-9
COc1cccc(-n2c(C)n[nH]c2=O)c1	-1	-2	-10	4	4	1.1	11	0.91	9
O=C(COc1ccc2c(c1)CCC2)N1CCc2ccccc21	22	7	-3	21	45*	1	40	1.1	-7
Clc1cc(Cl)c2nc(N3CCCC3)sc2c1	21	7	0	37	16	1	4	0.98	2
Cc1coc2c1c(C)cc1oc(=O)c(CC(=O)NCC(=O)N[C@H](C(=O)O)C(C)C)c(C)c12	2	6	-1	11	-3	1	11	0.95	5
Cc1ccc(-c2nn(-c3ccccc3)cc2C2CC(c3ccccc3)=NN2C(=O)CCC(=O)O)cc1 (stereo not given)	12	-1	-6	9	25	1.1	17	0.97	3
Cc1cccc(NC(=O)c2ccc3c(=O)n4c(nc3c2)CCCCC4)n1	-5	-4	-2	-17	-9	1	20	0.95	5
CS(=O)(=O)N(CC(=O)NCC1CCCO1)c1cccc([N+](=O)[O-])c1 (stereo not given)	-3	-1	-1	3	0	1	21	1	-4
CC(C)(C)C(=O)NC(=S)Nc1sc2c(c1C(N)=O)CCC2	-1	5	1	-2	-6	0.99	17	0.7	30
CCN(CC)c1ccc2nc3ccc(N)cc3[n+](-c3ccccc3)c2c1	22	14	20	57*	36	0.8	51*	0.84	16
CCC(=O)Nc1nc(=S)ss1	5	-8	-10	-15	-1	1.1	12	0.81	19
COC(=O)Cc1c(C)nc2nc(NCc3ccccc3OC)[nH]n2c1=O	-1	8	1	-5	-3	0.99	8	0.98	2
O=C(NC(=S)Nc1ccc(Cl)cn1)c1cccs1	12	-3	-3	0	13	1	32	0.95	5
CCCSC1=C(C#N)C(c2cccs2)CC(=O)N1 (stereo not given)	-17	-3	-12	18	24	1.1	4	0.94	6
CCc1nc2ccccc2c(C(=O)NCc2ccc(OC)cc2)c1C	-2	-7	-8	5	-6	1.1	17	1.2	-21
C/C=C/c1ccc(OCC(=O)Nc2ccc(OC)c(OC)c2)c(OC)c1	16	-7	-10	10	10	1.1	34	1.1	-6

Record cards, from the list above. Order of values: Apaf-1 inh, ATG4B inh, hIAP block, tim10-1 inh, TIM10 inh, hIAP act, NLRP3 yeast inh, mIAP activ, mIAP block
`CCN(CC)c1ccc2nc3ccc(N)cc3[n+](-c3ccccc3)c2c1` in the list: 22, 14, 20, 57*, 36, 0.8, 51*, 0.84, 16
`Cc1cccc(NC(=O)c2ccc3c(=O)n4c(nc3c2)CCCCC4)n1` in the list: -5, -4, -2, -17, -9, 1, 20, 0.95, 5
`CCC(=O)Nc1nc(=S)ss1` in the list: 5, -8, -10, -15, -1, 1.1, 12, 0.81, 19
`C/C=C/c1ccc(OCC(=O)Nc2ccc(OC)c(OC)c2)c(OC)c1` in the list: 16, -7, -10, 10, 10, 1.1, 34, 1.1, -6
`O=C(NC(=S)Nc1ccc(Cl)cn1)c1cccs1` in the list: 12, -3, -3, 0, 13, 1, 32, 0.95, 5

(cont.)
SMILES	Apaf-1 inh	ATG4B inh	hIAP block	tim10-1 inh	TIM10 inh	hIAP act	NLRP3 yeast inh	mIAP activ	mIAP block
COCCn1c(=S)[nH]c2cc(C(=O)NC(C)C)ccc2c1=O	-2	2	10	9	-11	0.9	4	0.97	3
CCCCNC(=O)CNC(=S)N(Cc1ccccc1)Cc1cccs1	23	-6	-23	47*	8	1.2	-10	1.2	-16
COC(=O)c1nnn(-c2ccccc2)c1N	1	3	0	7	4	1	14	0.99	1
O=C(NCc1ccco1)c1ccccc1-c1ccc(C(F)(F)F)cc1	14	36	-2	30	8	1	27	1.1	-12
CC(=O)Nc1ccc(-c2csc(NC(=O)C3=COCCO3)n2)cc1	-12	7	6	14	3	0.94	8	0.93	7
O=C1C2CCCN2C(=O)N1CCCN1CCN(c2cccc(Cl)c2)CC1 (stereo not given)	2	0	2	0	-5	0.98	12	0.96	4
O=C(Oc1ccc(C(=S)N2CCOCC2)cc1)c1ccccc1[N+](=O)[O-]	-1	17	5	42*	29	0.95	11	1.1	-7
O=C(CSc1nnc(C2CC2)n1-c1ccccc1)Nc1ccc(N2CCOCC2)cc1	3	1	-6	12	10	1.1	13	0.95	5
CC(=O)N1CCN(C(=O)c2ccc(S(=O)(=O)Nc3ccccc3Cl)cc2)CC1	1	-6	-15	0	-4	1.1	3	0.95	5
Cc1cc(NC(=O)c2cccc(S(=O)(=O)N3CCC(C)CC3)c2)no1	18	-8	-8	33	1	1.1	22	1	0
Nc1c(N(CCO)C(=O)/C=C/c2ccco2)c(=O)[nH]c(=O)n1Cc1ccccc1	0	-3	-5	2	11	1.1	2	1	-1
CC1CN=C2C(C(=O)Nc3ccccc3)=C(O)CC(c3ccccc3)N21 (stereo not given)	10	-2	4	7	19	0.96	3	1	-4
COCC(=O)N/N=C/c1c(C)[nH]n(-c2ccccc2)c1=O	22	8	-13	13	1	1.1	-3	0.98	2
CC1(C)CC(NS(=O)(=O)OCC(Cl)(Cl)Cl)c2cc(C#N)ccc2O1 (stereo not given)	3	2	5	4	12	0.95	-16	1	-3
CCOC(=O)CNC(=O)C12CC3CC(C1)CC(c1ccc(C)cc1)(C3)C2	9	8	-1	24	18	1	17	1	-2
COc1cc(/C=N/Nc2nn3cnnc3c3ccccc23)ccc1O	1	-10	15	22	22	0.85	-15	0.96	4
N#Cc1nc(N2CCOCC2)nc(N2CCOCC2)n1	-7	4	7	5	3	0.93	1	0.94	6
CCOC(=O)CC(NC(=O)Cn1nnc(-c2ccccc2F)n1)c1ccc(OC)cc1 (stereo not given)	-4	-6	-23	0	-19	1.2	4	1	-4
O=C(CCC(=O)OCc1ccc([N+](=O)[O-])cc1Cl)Nc1ccccc1	-4	6	-5	0	18	1.1	-6	0.99	1
CN(C)CCCNc1nc2sc3c(c2c(=O)n1CCc1ccccc1)CCCCC3	13	14	9	10	33	0.91	22	0.97	3
CCOc1cc(/C=C2\C(=O)N(c3cccc(C(=O)O)c3)N=C2C(F)(F)F)ccc1OCC(=O)Nc1ccccc1OC	21	x	-14	16	28	1.1	5	0.79	21
COc1ccc(OCCCON2C(=O)c3ccccc3C2=O)cc1	11	2	-6	24	-3	1.1	8	1.1	-12
COc1cccc(C(=O)OCC(=O)c2[nH]c(C)c(C(C)=O)c2C)c1	4	-5	-12	4	-1	1.1	0	1.1	-12
COc1ccc(N(CC(=O)Nc2cccc3ccccc23)S(C)(=O)=O)c(OC)c1	-9	9	-9	1	0	1.1	5	0.89	11
CCSc1nnc(NC(=O)C(C)C)s1	8	5	31	-16	11	0.69	11	1.1	-13
N#Cc1c(NC(=O)c2cc(C3CC3)on2)sc2c1CCC2	12	-4	-8	0	-6	1.1	32	0.92	8
CCc1c(C(=O)NNC(=S)NCc2ccccc2)csc1C	7	-5	4	7	-17	0.95	14	0.92	8
O=C(c1ccc([N+](=O)[O-])cc1)N1CCN(Cc2ccccc2[N+](=O)[O-])CC1	-15	-2	-4	17	14	1	7	0.92	8
CC1(C)C/C(=C(/C#N)C(N)=O)CCO1	-5	-5	-7	7	-15	1.1	0	1	-2
CSc1ccc(S(=O)(=O)NCC(=O)OCC(=O)NCc2cccs2)cc1[N+](=O)[O-]	3	0	-7	-8	-8	1.1	9	1	0
C/C=C/c1ccc(OCc2cc(=O)n3cc(C)ccc3n2)c(OC)c1	10	-7	4	-4	0	0.96	20	0.99	1
CCCNC(=O)CN1C(=O)NC(CCc2ccccc2)C1=O (stereo not given)	1	1	-6	-7	12	1.1	-9	1.1	-8
CC(C)(C)c1ccc(NC(=O)COc2ccc(-n3ccnc3)cc2)cc1	12	1	-7	-17	4	1.1	14	1.2	-23
CCC1Sc2ccc(S(=O)(=O)CCC(=O)NCc3ccc(C)o3)cc2NC1=O (stereo not given)	7	-5	0	-7	3	1	8	0.95	5
CN(C)CCNC(=O)C(C(=O)c1ccc(F)cc1)n1ccccc1=O (stereo not given)	-5	0	-11	11	-19	1.1	0	1	-4
Cc1ccc(C(=O)N(Cc2cccnc2)Cc2cc3cc(C)ccc3n3nnnc23)cc1	8	-1	0	5	1	1	6	1.1	-5
CCN(CC)CCOCCOc1cc(C)c(Cl)c(C)c1	-4	-3	4	-3	2	0.96	13	1.1	-10
COc1cccc(C(=O)Cn2c(N3CCOCC3)nc3c2c(=O)n(C)c(=O)n3C)c1	-3	0	2	14	-2	0.98	-8	1	-1
COc1ccc(CNC(=O)CN(c2cc(C)cc(C)c2)S(=O)(=O)c2c(C)[nH]c(=O)[nH]c2=O)cc1	-12	5	-12	9	9	1.1	14	1	-2
CCc1cccc(NC(=O)CCNC(=O)Cn2ccc3ccccc3c2=O)c1	3	-5	1	-10	-10	0.99	8	1	-1
CC(C)CC(NC(=O)C1CCC(C)CC1)C(=O)Nc1ccccc1F (stereo not given)	11	-4	-2	0	8	1	22	1.1	-5
COc1cc([N+](=O)[O-])ccc1NC(=O)COC(=O)c1c[nH]c(=O)[nH]c1=O	-4	1	8	2	-7	0.92	9	0.99	1
O=C(CN(C(=O)CNS(=O)(=O)c1ccc(F)cc1)c1ccccc1)NCc1ccco1	4	-6	-16	9	-7	1.2	12	1.1	-9
Cc1ccc(C(=O)c2ccccc2C(=O)OCC(=O)N2CC(C)CC(C)C2)cc1 (stereo not given)	14	1	13	11	23	0.87	22	0.95	5
CC(C)Cc1nnc(NC(=O)CS(=O)(=O)Cc2ccccc2)s1	-6	-6	11	2	-7	0.89	5	0.98	2
Cc1c(C(=O)NCCSc2ccc(Cl)cc2)cccc1[N+](=O)[O-]	6	7	-7	41*	30	1.1	13	0.89	11
Cc1ccc(-n2nc(C)c3c2OC(N)=C(C#N)C3c2ccncc2)cc1 (stereo not given)	4	1	14	30	21	0.86	23	0.93	7
CCN1CCN(c2ccc(S(=O)(=O)N3CCCCC3)cc2NC(=O)Cc2ccccc2F)CC1	-9	-12	6	9	0	0.94	14	0.95	5
COc1cccc(CNC(=O)c2nnn(-c3ccc(OC(F)(F)F)cc3)c2N)c1	14	-9	-21	21	15	1.2	16	1.1	-7
Cc1ccc(CNC(=O)Cn2cnc(S(=O)(=O)N3CCC(C)CC3)c2)o1	2	-5	-33	-3	2	1.3	4	1	-1
